Compound activity (PubChem BioAssay)
mIDH1 inhibitor – qHTS for Inhibitors of mutant isocitrate dehydrogenase 1 (IDH1): qHTS; Isocitrate dehydrogenase [NADP] cytoplasmic (Homo sapiens), O75874; IDH1-R132H enzyme, NADPH consumption, diaphorase/resazurin fluorescence; Potency, µM (top dose mostly 76.6 µM), without a hit: at the highest dose activity change, negative = inhibition, actives largely listed as inhibitors; 0.093% of 390,000 active; AID 602179, 2012; note: % is set by controls: 0 for no effect and ±100 for the full control effect; nearly all actives have a fitted effect of over 65% in size
Target sequence (O75874 whole entry R132H, stated change not applied): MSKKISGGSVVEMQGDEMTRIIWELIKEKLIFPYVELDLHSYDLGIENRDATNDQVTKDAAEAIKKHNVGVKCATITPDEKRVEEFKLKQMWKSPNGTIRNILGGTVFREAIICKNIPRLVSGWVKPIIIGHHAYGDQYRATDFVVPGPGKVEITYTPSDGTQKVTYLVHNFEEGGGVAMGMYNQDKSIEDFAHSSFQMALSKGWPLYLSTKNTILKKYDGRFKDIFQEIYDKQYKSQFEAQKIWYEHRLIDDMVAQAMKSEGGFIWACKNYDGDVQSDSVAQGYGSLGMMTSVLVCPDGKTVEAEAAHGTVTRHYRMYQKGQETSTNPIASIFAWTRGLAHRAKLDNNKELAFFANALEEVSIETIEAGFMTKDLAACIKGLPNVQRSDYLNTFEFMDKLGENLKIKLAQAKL
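IDH1-R132H (0.5 ug/mL dispensed) in pH 7.5 Tris buffer was preincubated 30 min with compound, then given a substrate mix of 0.016 mM NADPH and 2 mM alpha-KG for 80 min at room temperature; remaining NADPH was read by diaphorase/resazurin fluorescence.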
RGS4 inhibitor – Inhibitors of Regulator of G Protein Signaling (RGS) 4: qHTS; Regulator of G-protein signaling 4 (Homo sapiens), P49798; Transcreener GDP fluorescence polarization, RGS4-accelerated GTP hydrolysis; Potency, µM (top dose mostly 114 µM), inactives show top-dose activity change, negative = inhibition, usual class: inhibitors; 0.039% of 390,000 active; note: % is set by controls: 0 for no effect and ±100 for the full control effect; nearly all actives have a fitted effect of over 75% in size; some results filed as inactive show a strong effect at the top dose
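MLSMR compounds (23 nl, pin-transferred) preincubated 10 min at room temperature with a 500nM (2x) first reagent, then RGS4 at 900nM (2x) plus Transcreener GDP mix added; fluorescence polarization (620/688 nm) read before and after 90 min at 30 °C.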
TrxR1 substrate – qHTS Assay for Substrates of Mammalian Selenoprotein Thioredoxin Reductase 1 (TrxR1): qHTS. purified TrxR1 substrate turnover, NADPH consumption readout. Potency, µM (titrated, usually from 114 µM), for inactives: top-dose activity change, negative = substrate turnover. 0.01% of 390,000 active. AID 588456, 2011; note: % is set by controls: 0 for no effect and ±100 for the full control effect; nearly all actives have a fitted effect of over 50% in size
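Rat TrxR1, dispensed at 90 nM, was prereduced with 400 uM NADPH (final) for 5 min at ~22 deg C, then incubated with compound 15 min before 400 uM selenite. A first-read NADPH fluorescence drop versus no-compound background flagged substrates.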
TrxR1 inh – qHTS Assay for Inhibitors of Mammalian Selenoprotein Thioredoxin Reductase 1 (TrxR1): qHTS. Potency, µM (series often up to 114 µM), for the others: top-dose activity change, negative = inhibition, hits mostly inhibitors. Thioredoxin reductase 1, cytoplasmic (Rattus norvegicus), O89049. 1% of 390,000 active. recombinant rTrxR1, NADPH fluorescence consumption, selenite substrate; note: % is set by controls: 0 for no effect and ±100 for the full control effect; nearly all actives have a fitted effect of over 65% in size
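Rat TrxR1 (90 nM in the dispensed reagent) was pre-reduced with 400 uM NADPH for 5 min at room temperature, then incubated with compound for 15 min. After 400 uM selenite was added, NADPH fluorescence (Ex 340/Em 450 nm) was followed for 8 min.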
RXFP1 ag – qHTS Assay for Agonists of the Relaxin Receptor RXFP1 | Relaxin receptor 1 (Homo sapiens), Q9HBX9 | HEK293T-RXFP1 cAMP TR-FRET, 30 min; response scale: percent of porcine relaxin response, buffer zero | Potency, µM (series often up to 57.5 µM), for inactives: at the highest dose activation, usual class: activators | 0.3% of 370,000 active; note: % is set by controls: 0 for no effect and ±100 for the full control effect; nearly all actives have a fitted effect of over 60% in size; many of its hits are not listed in these tables
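Agonist response is measured as cAMP accumulation in an RXFP1-transfected HEK293T line under PDE4 inhibition. Values are scaled between buffer-only and 29 nM porcine relaxin, and EC50s come from standard Hill equation fits.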
12-LOX inh – Primary qHTS assay for inhibitors of human arachidonate 12S-lipoxygenase (ALOX12): Round 2 | purified 12hLO, xylenol orange hydroperoxide absorbance | Potency, µM (doses to about 108 µM), without a hit: top-dose activity change, negative = inhibition, most hits filed as inhibitors | 1.1% of 580,000 active; note: % is set by controls: 0 for no effect and ±100 for the full control effect
Target sequence (P18054 whole entry, looked up): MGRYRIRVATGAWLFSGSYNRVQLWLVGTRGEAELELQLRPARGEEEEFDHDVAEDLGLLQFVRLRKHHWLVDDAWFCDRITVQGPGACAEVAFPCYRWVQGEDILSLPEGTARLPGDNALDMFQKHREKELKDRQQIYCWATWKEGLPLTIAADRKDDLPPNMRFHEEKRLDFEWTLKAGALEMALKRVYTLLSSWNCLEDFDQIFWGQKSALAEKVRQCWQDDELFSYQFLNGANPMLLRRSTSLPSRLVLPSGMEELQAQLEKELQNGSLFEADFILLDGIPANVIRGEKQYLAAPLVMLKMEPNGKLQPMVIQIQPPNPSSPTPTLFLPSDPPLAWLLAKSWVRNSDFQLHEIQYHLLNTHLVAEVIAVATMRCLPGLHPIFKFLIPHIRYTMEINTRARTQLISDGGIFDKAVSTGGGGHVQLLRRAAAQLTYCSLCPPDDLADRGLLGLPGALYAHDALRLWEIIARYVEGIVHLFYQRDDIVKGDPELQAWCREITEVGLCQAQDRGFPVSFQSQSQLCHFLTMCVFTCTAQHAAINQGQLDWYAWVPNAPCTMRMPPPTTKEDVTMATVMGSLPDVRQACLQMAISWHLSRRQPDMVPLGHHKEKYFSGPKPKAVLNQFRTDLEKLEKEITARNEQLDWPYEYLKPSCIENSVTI
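Hydroperoxide product was detected by ferrous iron/xylenol orange as the 573 to 405 nm absorbance ratio. Arachidonic acid at 40 uM (final) was turned over for 30 min at room temperature by 150 nM human 12hLO, pH 7.0 Hepes buffer, after 15 min compound preincubation.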
Vif-A3F inh – qHTS for Inhibitors of Vif-A3F Interactions: qHTS; HeLa A3F-eYFP + Vif (tagged APOBEC3F with the HIV-1 protein that degrades it), YFP fluorescence increase; Potency, µM (series often up to 46.1 µM), for the others: at the highest dose activity, negative = active; 0.2% of 390,000 active; note: % of control where 0% means no effect; nearly all actives have a fitted effect of over 65% in size
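Fluorescence increase (Ex 488/Em 500-530) after overnight compound treatment at 37 deg C flags inhibition of Vif-driven A3F-eYFP loss in stable HeLa A3F-eYFP/Vif cells seeded overnight beforehand.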
USP1 inh – Inhibitors of USP1/UAF1: Primary Screen; Ubiquitin carboxyl-terminal hydrolase 1 (Homo sapiens), O94782; recombinant USP1/UAF1, Ub-Rhodamine cleavage fluorescence; Potency, µM (series often up to 57.1 µM), inactives show top-dose activity change, negative = inhibition, most hits filed as inhibitors; 0.23% of 390,000 active; note: % is set by controls: 0 for no effect and ±100 for the full control effect; nearly all actives have a fitted effect of over 60% in size; inactives centre near -12
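In this screen, compounds sit with the deubiquitinase complex (1nM) for 15 min at room temperature before Ub-Rho is added at 150nM final. Fluorescence rise is then followed for 6 reads every 60 seconds.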
Vif-A3G inh – qHTS for Inhibitors of Vif-A3G Interactions: qHTS; 0.076% of 410,000 active; HeLa A3G-eYFP + Vif (tagged APOBEC3G with the HIV-1 protein that degrades it), YFP fluorescence, overnight; Potency, µM (highest dose often 46.1 µM), for the others: at the top dose activity, negative = active, actives largely listed as inhibitors; DNA dC->dU-editing enzyme APOBEC-3G (Homo sapiens), Q9HC16;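 note: % is set by controls: 0 for no effect and ±100 for the full control effect; nearly all actives have a fitted effect of over 60% in size; hits raise eYFP signal because A3G escapes Vif-driven loss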
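Read-out is eYFP fluorescence (Ex 488/Em 500-530) from Vif-expressing HeLa A3G-eYFP cells; more signal means A3G escaped Vif-mediated degradation. Cells plated overnight, compound pinned in, incubated overnight at 37 deg C.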
An asterisk follows results filed as active; ? = inconclusive; . = not tested or not shown; [ ] = remark or other dose. Calls come from the whole dose curve; as a rule, active = well fitted curve in the direction sought with a large enough effect; inconclusive = small, poorly fitted or top-dose-only effect, or another doubt; inactive = no such curve, though single readings can be large; an effect the other way counts as inactive or inconclusive. Potency is the fitted concentration of half-maximal effect. This is a subset, so the mix of outcomes need not match the whole.

SMILES	mIDH1 inhibitor	RGS4 inhibitor	TrxR1 substrate	TrxR1 inh	RXFP1 ag	12-LOX inh	Vif-A3F inh	USP1 inh	Vif-A3G inh
CCCN1C(=O)C2(c3ccccc31)c1c(oc3ccc(F)cc3c1=O)C(=O)N2CCCOC(C)C (stereo not given)	-14%	16%	-9%	-2%	24%	-23%	0%	-10%	6%
CC(=O)c1ccc(N2CCN(c3ccnc4cc(Cl)ccc34)CC2)cc1	8%	-23%	5%	14%	?	-20%	1%	-11%	4%
Cn1c(=O)c2sc3c(c2n(CC(=O)Nc2ccccc2)c1=O)COC(C)(C)C3	0%	15%	2%	17%	-0.9%	10%	-1%	-30%	-3%
O=c1nc(Nc2ccccc2)sc2ccc([N+](=O)[O-])cc12	3%	6%	-10%	-3%	1.3%	0%	-3%	1%	1%
Cc1c(Cl)cccc1NC(=O)c1nc(C)n(-c2cc(OC(C)C)c(Cl)cc2Cl)n1	-4%	-22%	0%	-2%	-3.1%	-4%	2%	-6%	-1%
Cc1ccc(C(=O)NC(=S)NCC2CCCO2)cc1Br (stereo not given)	10%	?	-12%	-33%	3.8%	28µM*	11%	-21%	1%
CCOc1ncccc1C(=O)N1CCN(S(=O)(=O)c2cccs2)CC1	-8%	-17%	1%	21%	3.0%	194%[activator]	-5%	-18%	4%
CSc1nnc(C)c(=O)n1COC(=O)COc1ccc(Cl)cc1	-13%	6%	-1%	12%	0.8%	0%	5%	-8%	-7%
CCn1cc(CNC(=O)CCc2ccc(OC)cc2)cn1	2%	9%	9%[57.1 µM]	-6%[57.1 µM]	0.7%	280%[activator]	-6%	1%	-15%
O=C(CSc1nc2ccccc2c(=O)n1CCCN1CCOCC1)Nc1cccc(S(=O)(=O)N2CCCCCC2)c1	1%	-2%	-11%	-5%	-0.1%	-1%	?	0%	2%
COc1cc2c(cc1[N+](=O)[O-])-c1ccccc1C2	1%	-4%	4%[57.1 µM]	-2%[57.1 µM]	.	-5%	?	-12%	-17%
COc1cc2ccccc2cc1C(=O)Nc1ccc(N2CCOCC2)cc1	-1%	-9%	6%[57.1 µM]	7%[57.1 µM]	0.3%	-19%	-30%	-1%	-5%
CCCc1[nH]c2ccc(C#N)cc2c1CCC	6%	-8%	0%	17%	-1.7%	-22%	-2%	-28%	-8%
CCC(=O)O[C@]1(C(=O)CCl)[C@@H](C)C[C@H]2[C@@H]3CCC4=CC(=O)C=C[C@]4(C)[C@@]3(F)[C@@H](O)C[C@@]21C	0%	-10%	2%	13%	2.4%	2%	2%	-19%	-1%
COc1ccc(Cl)cc1NC(=O)CSc1nc(-c2ccccc2)c2ccccc2n1	-11%	0%	-3%	9%	-4.5%	-4%	3%	0%	4%
COc1ccc(OC)c(NC(=O)C2CCCN2C(=O)OCc2ccccc2)c1 (stereo not given)	2%	-24%	3%[57.1 µM]	21%[57.1 µM]	-0.9%	0%	-7%	-13%	-1%
CCC(C)NC(=O)CSc1nnc(-c2cc(-c3cccs3)nc3ccccc23)o1 (stereo not given)	-2%	10%	67%[activator]	32%[activator]	3.3%	1%	-16%	2%	-11%
CCc1cc(=O)[nH]c(SCc2nc(-c3cccc(Cl)c3)no2)n1	14%	7%	5%[57.1 µM]	11%[57.1 µM]	3.3%	-6%	6%	-3%	1%
CNC(=O)OCN1C(=O)C2CC=CCC2C1=O (stereo not given)	4%	-9%	1%	10%	.	-21%	0%	-6%	1%
CC(=O)c1ccc(NC(=O)C2Cc3ccccc3N2C(=O)c2ccccc2)cc1 (stereo not given)	-16%	-4%	1%[57.1 µM]	4%[57.1 µM]	3.7%	-5%	-13%	2%	-1%
O=S(=O)(c1ccc(SCCOc2ccc(F)cc2)nc1)N1CCCC1	2%	-5%	-4%	28%	0.9%	6%	2%	-6%	-1%
O=C(CSC1CS(=O)(=O)c2cc([N+](=O)[O-])ccc21)NNC(=O)c1ccc(Cl)cc1 (stereo not given)	7%	?	1%	?	0.0%	0%	1%	-15%	-1%
COc1ccc(-c2nsc(SCC(=O)NCC3CCCO3)n2)cc1 (stereo not given)	10%	-32%	?	-26%	-2.1%	?	?	?	1%
C=CCn1c(SCC(=O)Nc2ccc(Cl)cn2)nnc1C1CC1	-4%	6%	2%	26%	1.1%	-50%	1%	-16%	1%
O=C(NN1C(=O)C2C3C=CC(O3)C2C1=O)c1ccncc1 (stereo not given)	7%	23%	7%[57.1 µM]	-80%	2.0%	11%	-4%	2%	4%
COc1ccc(CC(NC(C)=O)C(=O)NC2CCN(S(=O)(=O)c3ccccc3)CC2)c(OC)c1 (stereo not given)	-2%	-13%	10%[57.1 µM]	39%	-0.3%	-2%	12%	-3%	-8%
COc1ccc(S(=O)(=O)Nc2ccc(S(=O)(=O)N3CCCC3)cc2)cc1	-1%	24%	10%[57.1 µM]	-1%[2.29 µM]	0.0%	16%	4%	-4%	1%
Cc1ccc(C(=O)Nc2ccc3ncccc3c2)cc1	0%	-26%	8%	21%	-0.1%	5%	13%	-21%	-10%
Cc1cccc2cc(C#N)c(NCCNC(=O)c3ccccc3)nc12	3%	.	.	.	.	-17%	1%	-21%	1%
CN(CC(=O)Nc1ccc(Cl)c(C(F)(F)F)c1)C(=O)CCN1C(=O)C2CCCCC2C1=O (stereo not given)	3%	2%	3%	7%	0.7%	4%	3%	1%	-1%

A different layout for 2 compounds above.
smiles | mIDH1 inhibitor | RGS4 inhibitor | TrxR1 substrate | TrxR1 inh | RXFP1 ag | 12-LOX inh | Vif-A3F inh | USP1 inh | Vif-A3G inh
COc1ccc(CC(NC(C)=O)C(=O)NC2CCN(S(=O)(=O)c3ccccc3)CC2)c(OC)c1 (stereo not given) | -2% | -13% | 10%[57.1 µM] | 39% | -0.3% | -2% | 12% | -3% | -8%
COc1ccc(S(=O)(=O)Nc2ccc(S(=O)(=O)N3CCCC3)cc2)cc1 | -1% | 24% | 10%[57.1 µM] | -1%[2.29 µM] | 0.0% | 16% | 4% | -4% | 1%

Part of the list above, comma-delimited.
structure,mIDH1 inhibitor,RGS4 inhibitor,TrxR1 substrate,TrxR1 inh,RXFP1 ag,12-LOX inh,Vif-A3F inh,USP1 inh,Vif-A3G inh
CCC(C)NC(=O)CSc1nnc(-c2cc(-c3cccs3)nc3ccccc23)o1 (stereo not given),-2%,10%,67%[activator],32%[activator],3.3%,1%,-16%,2%,-11%
CCc1cc(=O)[nH]c(SCc2nc(-c3cccc(Cl)c3)no2)n1,14%,7%,5%[57.1 µM],11%[57.1 µM],3.3%,-6%,6%,-3%,1%
CNC(=O)OCN1C(=O)C2CC=CCC2C1=O (stereo not given),4%,-9%,1%,10%,.,-21%,0%,-6%,1%
CC(=O)c1ccc(NC(=O)C2Cc3ccccc3N2C(=O)c2ccccc2)cc1 (stereo not given),-16%,-4%,1%[57.1 µM],4%[57.1 µM],3.7%,-5%,-13%,2%,-1%

Additional results follow:
SMILES	mIDH1 inhibitor	RGS4 inhibitor	TrxR1 substrate	TrxR1 inh	RXFP1 ag	12-LOX inh	Vif-A3F inh	USP1 inh	Vif-A3G inh
CCOC(=O)Cc1csc(NC(=O)COC(=O)/C=C/c2ccc(OC)cc2)n1	12%	12%	-5%	14%	.	-13%	-32%	-1%	2%
COC(=O)c1cccc(NC(=S)Nc2ccccc2Cl)c1	6%	-16%	-3%[57.1 µM]	-6%[57.1 µM]	-1.0%	218%[activator]	9%	-14%	0%
C/C(=N\NC(=O)c1cccc(Cl)c1)C1C(=O)c2ccccc2C1=O	6%	0%	-21%	-22%	-0.5%	-1%	10%	-21%	3%
Cc1ccc2cc3cc(C(=O)N4CC(C)CC(C)C4)oc3nc2c1 (stereo not given)	12%	-10%[11.4 µM]	12%[57.1 µM]	10%	1.0%	-21%	-5%	-26%	4%
CC12CCC(C(=NO)C1=NO)C2(C)C (stereo not given)	-4%	1%	-3%	4%	.	?	-5%	?	3%
COc1ccc(S(=O)(=O)N2CCC(C(=O)NCc3ccccc3)CC2)cc1OC	2%	25%	0%	-3%	1.3%	-1%	-27%	-23%	15%
CCOC(=O)C1=C(C)N(C)C(=S)NC1c1ccc(Cl)cc1 (stereo not given)	1%	-7%	-5%	-4%	-1.0%	?	-4%	-17%	-4%
O=C1Cc2ccccc2Sc2ccc(Cl)cc21	10%	-10%	13%	6%[57.1 µM]	9.6%	7%	-6%	-26%	-21%
CC(C)(C)NC(=O)Cn1cnc([N+](=O)[O-])n1	-2%	26%	11%	20%	0.3%	21%	-7%	-9%	0%
CN(C(=O)COC(=O)c1ccc(Cl)nc1)C1CCS(=O)(=O)C1 (stereo not given)	1%	-16%	10%[57.1 µM]	22%[57.1 µM]	0.1%	3%	11%	-15%	-12%
CCOC(=O)C1Sc2[nH]c(=O)sc2C(c2ccc(Cl)cc2)C1C(=O)OCC (stereo not given)	-6%	?	-5%	-13%	2.5%	?	2%	-11%	5%
